Tau fibril FP: inhibitors of human tau fibril formation. K18 P301L tau heparin fibrillization, Alexa594 FP, 6 h. Potency, µM (highest dose often 57.7 µM), inactives show at the top dose activity, negative = inhibition, hits mostly inhibitors. 280,000 compounds, 0.39% hits; further: potency means the concentration at half of the fitted maximal effect; on the % scale 0 is the no-effect control and ±100 the full control effect; nearly all actives have a fitted effect of over 55% in size
Target sequence (P10636 561-689 P618L limits assumed): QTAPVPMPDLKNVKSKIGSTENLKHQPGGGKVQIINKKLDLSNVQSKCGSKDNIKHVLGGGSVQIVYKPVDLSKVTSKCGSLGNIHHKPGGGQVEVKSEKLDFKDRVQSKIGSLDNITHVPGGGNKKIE
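Human tau K18 […] P301L fragment, 15 uM unlabeled plus 0.24 uM Alexa 594-labeled tau (final), with compound and 20 uM heparin in 100 mM sodium acetate pH 7; 6 hr at 37 C, then Alexa 594 FP read.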
aGal spleen mod: alpha-galactosidase A (human) modulation; P06280; human spleen homogenate, 4MU-alpha-Gal fluorescence, 40 min; Potency, µM (titrated, usually from 80 µM), for inactives: top-dose activity change, negative = inhibition, usual class: inhibitors; 240,000 compounds, 0.008% hits; AID 2107;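 further: potency means the concentration at half of the fitted maximal effect; 0% = enzyme with vehicle and -100% = no enzyme basal signal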
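Spleen homogenate 1 ug + cpd (titration) + 4-MU-alpha-D-galactopyranoside 1 mM; 37C 40 min; 50 mM citrate/phosphate pH 5.0, 0.01% Tween-20; stop pH 10; fluorescence 365/440; AC50 via Hill.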
NPSR antag: neuropeptide S receptor (human) antagonism, cAMP; Q6W5P4; CHO-NPSR cells, cAMP TR-FRET, antagonist mode; Potency, µM (doses to about 38.3 µM), without a hit: top-dose activity change, negative = inhibition, most hits filed as inhibitors; 220,000 compounds, 1% hits; AID 1461; further: potency means the concentration at half of the fitted maximal effect; on the % scale 0 is the no-effect control and ±100 the full control effect; nearly all actives have a fitted effect of over 50% in size; many of its hits are not listed in these tables
Epigenetic derep: epigenetic control regulation, reporter derepression. Potency, µM (series often up to 53.9 µM), without a hit: top-dose GFP activation, usual class: activators. murine LDR cells, GFP reporter derepression, 30 h. 280,000 compounds, 0.2% hits. AID 1865; further: potency means the concentration at half of the fitted maximal effect; % of control where 0% means no effect; nearly all actives have a fitted effect of over 60% in size
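Murine LDR cells carrying a silenced, genomically integrated CMV-driven GFP reporter were exposed to compound for 30 hours at 37 C. After PBS washes, GFP-positive cells (20–120 um objects) were counted by laser-scanning microplate cytometry.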
TexasRed fluor: Texas Red fluorescence interference in TRb-SRC2 counter-screen; TRb/SRC2 Texas Red total fluorescence interference; Potency, µM (doses to about 106 µM), without a hit: top-dose fluorescence change, negative = quenching; 280,000 compounds, 0.29% hits; active means well fitted curve in either direction with a large enough effect; inconclusive means small, poorly fitted or top-dose-only effect; further: potency means the concentration at half of the fitted maximal effect; on the % scale 0 is the no-effect control and ±100 the full control effect
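Flags fluorescent or light-absorbing compounds by total fluorescence, S + 2P, at 555 nm excitation and 632 nm emission. Mixture: 20 nM Texas Red SRC2 peptide, 0.6 uM human TRb LBD, 1 uM T3, 5% DMSO; compound exposure 5 h at ambient temperature.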
Tau fluor cs: counter-screen for tau fibril formation inhibitors; Potency, µM (series often up to 57.7 µM), inactives show at the top dose activity change, negative = decrease; tau K18 P301L Alexa594 fluorescence, heparin fibrillization; 280,000 compounds, 0.93% hits; further: potency means the concentration at half of the fitted maximal effect; on the % scale 0 is the no-effect control and ±100 the full control effect; nearly all actives have a fitted effect of over 55% in size
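Human tau K18 P301L (15 uM unlabeled, 0.24 uM Alexa 594-labeled) in 100 mM sodium acetate pH 7 with 20 uM heparin, 6 hr at 37 C. ThT 30 uM added, 1 hr ambient; Alexa 594 FP and total fluorescence read at 555/632 nm.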
CBFb-RUNX1 inh: CBF-beta/RUNX1 interaction disruption | AID 1477 | Q01196+Q13951 | AlphaScreen CBFb-His/RUNX1-biotin binding, biochemical | Potency, µM (titrated, usually from 59.8 µM), without a hit: at the top dose activity, negative = inhibition, usual class: inhibitors | 230,000 tested, under 10 active; further: % of control where 0% means no effect
Target sequence (Q01196 whole entry, looked up): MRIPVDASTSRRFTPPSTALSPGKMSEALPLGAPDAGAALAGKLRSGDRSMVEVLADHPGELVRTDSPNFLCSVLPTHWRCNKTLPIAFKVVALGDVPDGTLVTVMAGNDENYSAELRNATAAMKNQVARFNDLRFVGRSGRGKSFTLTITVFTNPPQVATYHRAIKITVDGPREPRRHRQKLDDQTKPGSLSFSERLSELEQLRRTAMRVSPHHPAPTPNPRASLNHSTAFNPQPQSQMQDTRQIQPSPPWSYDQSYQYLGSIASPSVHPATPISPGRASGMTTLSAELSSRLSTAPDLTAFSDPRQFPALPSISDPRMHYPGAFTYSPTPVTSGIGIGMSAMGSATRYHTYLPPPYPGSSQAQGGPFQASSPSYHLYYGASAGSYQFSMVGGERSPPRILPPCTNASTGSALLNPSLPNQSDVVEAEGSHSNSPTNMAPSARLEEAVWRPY
Target sequence (Q13951 whole entry, looked up): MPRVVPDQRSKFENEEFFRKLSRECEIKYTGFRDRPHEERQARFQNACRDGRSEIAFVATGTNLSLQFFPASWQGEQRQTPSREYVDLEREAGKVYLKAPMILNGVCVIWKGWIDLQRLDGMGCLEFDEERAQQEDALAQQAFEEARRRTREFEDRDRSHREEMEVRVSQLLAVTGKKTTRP
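Inhibition was taken as any reduction in AlphaScreen signal from the CBF-beta–RUNX1 pair (His and biotin tags, 30 nM each), measured after compound (15 min) and bead (90 min) incubations at room temperature.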
TRb-SRC2 inh: inhibitors of human thyroid hormone receptor beta-SRC2 interaction; P10828; TRbeta-SRC2 peptide binding, fluorescence polarization; receptor liganded with 1 µM T3; Potency, µM (top dose mostly 106 µM), inactives show at the highest dose activity change, negative = inhibition, usual class: inhibitors; 280,000 compounds, 0.065% hits;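 further: potency means the concentration at half of the fitted maximal effect; plate controls were bound peptide for no effect and peptide without receptor for full effect; nearly all actives have a fitted effect of over 50% in size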
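Read-out is fluorescence polarization (555 nm excitation, 632 nm emission) of a Texas Red SRC2 coactivator peptide; loss of signal reflects blocked binding to human TRb ligand-binding domain in the presence of 1 uM T3.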
The depositor's hits bear a star; u = inconclusive; x = no result given; & = joins results of further samples; [ ] = remark or other dose. Unless noted, the call rests on the fitted dose curve; in most records, active means well fitted curve in the direction sought with a large enough effect; inconclusive means small, poorly fitted or top-dose-only effect, or another doubt; inactive means no such curve, though single readings can be large; an effect the other way counts as inactive or inconclusive.

SMILES	Tau fibril FP	aGal spleen mod	NPSR antag	Epigenetic derep	TexasRed fluor	Tau fluor cs	CBFb-RUNX1 inh	TRb-SRC2 inh
Oc1ccc2c(ccc3[nH]cnc32)c1	5%	8%	15%	1.1%	-6%	-12%	5%	-3%
CN(C)c1cnn(-c2ccccc2)c(=O)c1Cl	4%	2%	3%	0.1%	1%	-5%	0%	-3%
COc1cccc(OC)c1C(=O)Nc1ccc(-c2nc3ncccc3o2)cc1	-5%	x	x	3.8%	5%	-4%	x	4%
Cc1cc(C)c(S(=O)(=O)N(CC(=O)O)C2CCCCC2)c(C)c1	-6%	7%	-1%[46.1 µM]	-3.5%	-1%	7%	-2%	-11%
Cc1ccc(-n2c(SCC(=O)NCc3ccco3)nc3sc(C)c(C)c3c2=O)cc1	7%	5%	13%[46.1 µM]	-2.0%	0%	11%	1%	4%
COc1ccc(N(C(=O)c2ccc(S(=O)(=O)N3CCOCC3)cc2)C2C=CS(=O)(=O)C2)cc1 (stereo not given)	4%	4%	1%[46.1 µM]	0.0%	-3%	-2%	5%	3%
O=C(CCCCn1c(=O)c2ccccc2n(Cc2ccc(Cl)cc2)c1=O)NCc1ccccc1Cl	9%	x	x	-0.9%	-23%	-2%	x	4%
Cc1ccc(NC(=O)c2nc(S(C)(=O)=O)ncc2N(Cc2ccco2)Cc2cccs2)c(C)c1	-3%	x	x	-3.2%	-23%	0%	x	3%
Cc1cc(Cl)cc(Cl)c1OCCOc1cccc2cccnc12	-13%	-5%	u	0.0%	-1%	-15%	12%	-2%
COc1ccc(CN=C(C#N)C2=C(O)c3ccccc3C2=O)cc1	7%	5%	-4%	-2.9%	-4%	u	0%	-10%
O=[N+]([O-])c1cc2c(cc1Br)CCN2	5%	8%	-6%	-6.0%	-3%	-17%	3%	3%
COC(=O)C1=C(N)Oc2cc(C)[nH]c(=O)c2C1c1ccccc1OC (stereo not given)	-10%	0%	9%	-1.0%	-2%	-6%	3%	0%
CNc1ccc2nnc(C(F)(F)C(F)(F)C(F)(F)F)n2n1	4%	3%	-7%	0.0%	-8%	9%	4%	2%
COc1ccc2c(=O)c3c(=O)n(-c4ccc(C)cc4)c(-c4ccccc4)nc3oc2c1	-9%	-3%	13%[7.67 µM]	2.4%	-2%	-11%	7%	-4%
CCCCOc1ccc(-c2nnc(-c3ccncc3)o2)cc1	0%	1%	0%[46.1 µM]	-7.2%	4%	-19%	9%	3%
CCN(CCn1cccn1)Cc1cn[nH]c1-c1ccc(OC)cc1F	-4%	-1%	-18%	-10%	-4%	-4%	-1%	-9%
CNC(=O)C1(C)C=CC2(CCCCC2)N1C(=O)OC (stereo not given)	2%	-3%	x	0.4%	-2%	-3%	1%	-3%
O=C(OCCN1C(=O)CCC1=O)c1ccc(S(=O)(=O)N2CCCCC2)cc1	-12%	1%	3%[46.1 µM]	1.2%	-3%	-2%	-1%	-3%
c1ccc(N2CCOCCOCCOCCOCCOCC2)cc1	-10%	-7%	0%	1.1%	2%	-8%	-3%	1%
CCN(CC)c1ccc(N2C(=O)C3CCCCC3C2=O)cc1[N+](=O)[O-] (stereo not given)	1%	-2%	3%	-0.9%	-2%	-15%	u	6%
COc1ccccc1N1CCN(Cc2cccc(OC)c2OC)CC1	2%	2%	-9%[46.1 µM]	1.1%	-3%	-4%	2%	4%
Clc1ccccc1CNc1nc2ccccc2c2nc(-c3ccccc3)nn12	u	x	x	0.0%	-82%[53 µM]	u	x	-26%[53 µM]
CCOC(=O)/C=C/C(=O)Nc1nccs1	-5%	4%	6%	u	2%	-16%	4%	1%
Cc1cccc(-c2nc(CS(=O)CC(=O)N3CCN(C)CC3)c(C)o2)c1 (stereo not given)	-1%	1%	-6%[46.1 µM]	-0.2%	0%	-9%	-1%	-1%
CCCCOC(=O)C1=C(C)Nc2ncnn2C1c1cccc(OC)c1OC (stereo not given)	2%	-6%	-12%[46.1 µM]	-6.3%	0%	-5%	11%	-1%
Cc1cccc(N2CCN(Cc3c(C)n(C)n(-c4ccccc4)c3=O)CC2)c1C	1%	0%	-7%[46.1 µM]	0.0%	2%	1%	9%	-4%
CCCCCCCCCCCCCCCC(=O)OC(CO)CO	5%	-1%	x	2.4%	-4%	u	15%	-2%
Cn1ccnc1SCC(=O)n1c2c(c3ccccc31)CCCC2	5%	-8%	-18%	-2.2%	1%	-14%	-14%	3%
Cc1cccc(NC(=O)NC(C)C(c2cccs2)N2CCOCC2)c1 (stereo not given)	-1%	-12%	-16%[46.1 µM]	-0.8%	0%	12%	8%	-12%
O=[N+]([O-])c1cc(S(=O)(=O)C(F)(F)F)ccc1Sc1nc2ccccc2s1	-13%	-2%	u	u	-2%	13µM*[quencher]	-7%	-24%
Cn1c(N)c(S(=O)(=O)NCc2ccc(Cl)cc2)c(=O)n(C)c1=O	3%	5%	7%	1.1%	-2%	6%	10%	3%
NS(=O)(=O)c1ccc(NC(=S)NCc2ccccc2)cc1	-3%	2%	2%	-1.1%	-9%	-5%	7%	4%
CCCOC(=O)c1ccc(O)c(OC)c1	-1%	3%	-3%	-5.5%	0%	-15%	14%	-6%
O=C(CCc1nnc(-c2ccccc2)o1)NCc1cc(F)ccc1F	6%	4%	-12%	1.1%	0%	-7%	-2%	5%
COc1ccc(CCNc2ncnc3c2[nH]c2cc(OC)c(OC)cc23)cc1OC	u	-5%	-2%	3.8%	-9%	u	-4%	12%
O=C(Cc1ccc(-n2c(=O)c3sccc3n(CC(=O)Nc3ccccc3)c2=O)cc1)NCc1ccco1	4%	1%	-8%	14%	1%	-4%	-1%	-6%
c1ccc(CSc2nc3ncncc3[nH]2)cc1	4%	8%	37%	1.1%	3%	-16%	1%	0%
CCOc1ccc(-n2nc(CO)c(C(=O)NCCCc3ccccc3)n2)cc1	6%	x	x	1.0%	-4%	-10%	x	-4%
CCC1SC2=NCCN2C1(O)c1ccc(Cl)cc1 (stereo not given)	-3%	7%	-9%[46.1 µM]	0.0%	-3%	-10%	0%	-9%
CC(C)CCN1CCN(Cc2cc(F)ccc2-n2cccn2)CC1CCO (stereo not given)	-1%	3%	-1%	0.0%	-2%	3%	2%	-1%
COc1ccc(C2CC(=O)c3cnc(NC(=O)c4cc(OC)cc(OC)c4)nc3C2)cc1 (stereo not given)	10%	-4%	u	0.0%	-1%	-3%	-3%	0%
Cc1ccc(NC(=O)/C(=C/c2cccs2)NC(=O)c2ccco2)cc1	0%	12%	-13%[46.1 µM]	0.0%	2%	1%	4%	4%
Cc1nc2ccc3[nH]snc3c2n1	-7%	8%	-3%[46.1 µM]	0.0%	-1%	-8%	5%	-1%
O=C1N=C(N2CCOCC2)S/C1=C/c1cccs1	10%	-6%	-28%[46.1 µM]	u	-2%	3%	-4%	-3%
CC(=O)c1ccc(OCC(O)CN2CCN(Cc3ccc4c(c3)OCO4)CC2)cc1 (stereo not given)	-4%&-9%	-2%&1%	-2%[46.1 µM]	-0.8%&1.1%	2%&-5%	-3%&-3%	14%&17%	7%&-2%
COc1ccc(-c2nnc(SCC(=O)Nc3cccc(F)c3)s2)cc1	-6%	x	x	0.8%	4%	-12%	x	2%
CCOc1ccc2nc(SCc3cccc(C)c3)nc(C)c2c1	-1%	10%	5%	0.0%	3%	-9%	-10%	u
COCCNC(=O)C1CCN(c2nc3ccccc3nc2C(F)(F)F)CC1	-10%	x	x	-3.4%	-1%	-17%	x	5%
CCOC(=O)c1ccc(NC(=O)CC2C(=O)N(c3ccccc3)C(=O)N2CCCOC)cc1 (stereo not given)	5%	-4%	-16%[46.1 µM]	5.7%	1%	-12%	0%	1%
COc1ccccc1NC(=O)CSCc1cc(=O)c2cccc(Cl)c2[nH]1	2%	x	x	-0.6%	-2%	-7%	x	9%
Cc1ccc(Cn2c(NS(=O)(=O)c3ccccc3)nc3ccccc32)cc1	-2%	7%	-24%[46.1 µM]	-1.1%	0%	-17%	-8%	3%
CCOC(=O)c1c(C)n(-c2ccccc2)c2ccc(OC(=O)c3ccccc3)cc12	-8%	x	x	-0.8%	u	-14%	x	-9%
O=S(=O)(c1cccc(NC(=S)N2CCN(c3ccccc3F)CC2)c1)C(F)F	u	-4%	u	0.0%	8%	-29%	-11%	4%
Cc1cccc2sc(NNC(=O)c3ccc(S(=O)(=O)N4CCCC(C)C4)cc3)nc12 (stereo not given)	-3%	2%	-1%	4.0%	-1%	u	1%[2.36 µM]	-1%
CC(C)n1c(O)c(N=Nc2ccccn2)c2ccccc21	1%	5%	0%	0.0%	1%	4%	17%	7%
COc1cccc(CNC(=O)c2nnn(CC(=O)Nc3ccc(C)c(C)c3)c2N)c1	5%	-1%	-18%[46.1 µM]	-2.9%	-1%	-1%	4%	-9%
O=C(CCn1nnc2ccccc21)Nc1nnc(-c2ccccc2F)s1	5%	-3%	-1%[46.1 µM]	-5.8%	-3%	-12%	2%	2%
Cc1cc(C)cc(-n2ccn3c(CC(C)(C)CC(=O)O)nnc3c2=O)c1	3%	x	x	1.7%	-24%	-6%	x	0%
COC(=O)Cc1n[nH]c(=S)[nH]c1=O	-8%	10%	-2%[46.1 µM]	-0.4%	-1%	1%	-1%	1%

Profiles, looked up by structure. Values in the order: Tau fibril FP	aGal spleen mod	NPSR antag	Epigenetic derep	TexasRed fluor	Tau fluor cs	CBFb-RUNX1 inh	TRb-SRC2 inh
CCOC(=O)c1c(C)n(-c2ccccc2)c2ccc(OC(=O)c3ccccc3)cc12 as listed: -8%	x	x	-0.8%	u	-14%	x	-9%
CCOC(=O)c1ccc(NC(=O)CC2C(=O)N(c3ccccc3)C(=O)N2CCCOC)cc1 (stereo not given) as listed: 5%	-4%	-16%[46.1 µM]	5.7%	1%	-12%	0%	1%
CCOc1ccc2nc(SCc3cccc(C)c3)nc(C)c2c1 as listed: -1%	10%	5%	0.0%	3%	-9%	-10%	u
CC(C)n1c(O)c(N=Nc2ccccn2)c2ccccc21 as listed: 1%	5%	0%	0.0%	1%	4%	17%	7%

Assay outcomes as filed in PubChem BioAssay.

This is a subset (hit frequency here may not be typical).
